Screens from PubChem.
ROMK mod = ROMK potassium channel modulators, primary screen, cell-based, thallium flux, MLSMR library. ATP-sensitive inward rectifier potassium channel 1 (Homo sapiens), P48048. Tet-inducible ROMK, thallium flux fluorescence; actives lie on both sides. B-score at 10 µM. actives 2% (n = 130,000). AID 1918, 2009;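 active = signal ratio slope over the read window, or its plate-corrected B-score, at least 3 SD from the plate mean, either direction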;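 also: B-score of the F/F0 ratio slope over 7 to 12 s after thallium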
PPARg SRC-2 ag = agonists of PPARg-SRC-2 recruitment, primary screen, biochemical, HTS; PPARgamma LBD-SRC-2 recruitment; activation, % at 8 µM; actives 0.34% (n = 200,000); Peroxisome proliferator-activated receptor gamma (Homo sapiens), P37231; in the data active = activation above about 22%;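 also: 0% = vehicle and 100% = reference agonist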
TR-FRET SRC-2 ct = TR-FRET signal artefacts, primary screen, artefact control for PPARgamma SRC-2 agonist project, biochemical. TR-FRET artefact counter-screen; hits give high values. TR-FRET ratio at 8 µM. actives 0.4% (n = 200,000). AID 1049, 2008; in the data active = TR-FRET ratio above about 2000; also: inactives centre near 1500
PPARg SRC1 recr = PPARgamma agonists recruiting SRC-1 coactivator, primary screen, biochemical | Peroxisome proliferator-activated receptor gamma (Homo sapiens), P37231 | PPARgamma-SRC-1 coactivator recruitment biochemical assay | activation, % at 8 µM | actives 0.41% (n = 200,000) | AID 631, 2007; in the data active = activation above about 19%;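 also: 0% = DMSO and 100% = reference agonist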
TLR4-MyD88 BLA = inhibitors of TLR4-MyD88 association in cells, primary screen, cell-based, HeLa CL3-4, BLA complementation, FRET ratio; Toll-like receptor 4 (Homo sapiens) + Myeloid differentiation primary response protein …; HeLa CL3-4 TLR4/MyD88 BLA complementation; inhibition, % at 8.4 µM; actives 0.18% (n = 200,000); in the data active = inhibition above about 25%;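 also: 0% = vehicle and 100% = reference inhibitor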
Target sequence (O00206 whole entry, looked up): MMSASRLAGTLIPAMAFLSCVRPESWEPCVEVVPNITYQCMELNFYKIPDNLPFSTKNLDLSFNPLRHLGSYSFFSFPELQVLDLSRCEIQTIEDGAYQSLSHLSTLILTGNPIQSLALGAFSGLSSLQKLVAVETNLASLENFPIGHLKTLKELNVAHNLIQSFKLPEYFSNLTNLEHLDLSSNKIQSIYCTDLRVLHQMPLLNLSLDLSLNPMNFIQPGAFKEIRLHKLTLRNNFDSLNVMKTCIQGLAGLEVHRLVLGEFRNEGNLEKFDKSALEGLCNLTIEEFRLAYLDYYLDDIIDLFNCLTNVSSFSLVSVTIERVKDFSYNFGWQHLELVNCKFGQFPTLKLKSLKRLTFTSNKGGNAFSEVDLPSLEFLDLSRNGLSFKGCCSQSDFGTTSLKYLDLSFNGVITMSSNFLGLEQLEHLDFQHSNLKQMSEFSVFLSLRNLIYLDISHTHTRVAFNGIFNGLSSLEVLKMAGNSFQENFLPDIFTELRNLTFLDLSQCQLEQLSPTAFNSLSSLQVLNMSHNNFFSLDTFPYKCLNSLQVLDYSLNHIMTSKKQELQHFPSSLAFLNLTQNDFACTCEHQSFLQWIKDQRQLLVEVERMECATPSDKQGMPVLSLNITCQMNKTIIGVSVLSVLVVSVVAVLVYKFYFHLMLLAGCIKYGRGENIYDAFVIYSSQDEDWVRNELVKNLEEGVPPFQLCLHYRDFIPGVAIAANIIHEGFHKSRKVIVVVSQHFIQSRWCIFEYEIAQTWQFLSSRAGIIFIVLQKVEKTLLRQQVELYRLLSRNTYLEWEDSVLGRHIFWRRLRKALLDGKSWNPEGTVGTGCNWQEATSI
Target sequence (Q99836 whole entry, looked up): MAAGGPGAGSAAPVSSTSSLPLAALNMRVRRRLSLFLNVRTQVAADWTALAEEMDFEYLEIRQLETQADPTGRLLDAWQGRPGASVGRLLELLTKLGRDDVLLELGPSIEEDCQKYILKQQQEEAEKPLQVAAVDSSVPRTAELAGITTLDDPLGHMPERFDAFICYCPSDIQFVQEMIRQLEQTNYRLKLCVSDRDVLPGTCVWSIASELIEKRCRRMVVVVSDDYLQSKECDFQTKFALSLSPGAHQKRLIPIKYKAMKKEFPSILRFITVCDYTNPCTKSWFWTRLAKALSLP
PPARg SRC3 recr = PPARgamma agonists recruiting SRC-3 coactivator, primary screen, biochemical; biochemical PPARgamma/SRC-3 coactivator recruitment assay; activation, % at 8 µM; actives 0.26% (n = 200,000); AID 731, 2007; in the data active = activation above about 23%;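 also: 0% = DMSO and 100% = reference agonist; some compounds past the cut are filed as inactive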
Redox H2O2 prof = compounds producing H2O2 with reducing agent – biochemical, NIH compound library profiling, artefact control for MLSCN library redox annotation, primary screen; DTT-dependent redox cycling H2O2, phenol red/HRP absorbance; 100% = 100 µM peroxide control, 0% = buffer; activation, % at 10 µM; actives 0.03% (n = 200,000); AID 878, 2007;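 active = activation of at least 50% relative to the plate's high and low controls in the primary single-dose screen; inactive = activation below 50%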;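 also: compound incubated with DTT at 0.8 mM final as the reducing agent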
L major viab = Leishmania major promastigote growth inhibition, primary screen; Leishmania major promastigotes, resazurin fluorescence viability; inhibition, % at 10 µM; actives 9% (n = 200,000); AID 1063, 2008; in the data active = inhibition above about 50%;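 also: promastigotes grown with compound for 44 hours at 28 °C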
bIAP inhibitor = bovine intestinal alkaline phosphatase inhibitors, primary screen, selectivity assay for TNAP inhibitor project, biochemical, bovine IAP, CDP-star luminescence; purified bovine IAP, 30 min; inhibition, % at 20 µM; alkaline phosphatase, intestinal [Bos taurus]; AID 1019, 2008; 190,000 tested, under 10 active;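 active = over 50% inhibition of intestinal alkaline phosphatase at 20 µM in the single-dose screen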
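System: purified bovine intestinal alkaline phosphatase (IAP) enzyme; Input: IAP diluted 1/65,000,000 in the well; Measured by: CDP-star luminescence signal; Compound dosing: 20 µM single dose; Incubation: 30 min reaction at room temperature.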
S1P3 antag = S1P3 receptor antagonists, primary screen, cell-based; Sphingosine 1-phosphate receptor 3 (Homo sapiens), Q99500; CHO S1P3 NFAT-BLA reporter, FRET fluorescence, antagonist mode; inhibition, % at 4.98 µM; actives 0.27% (n = 170,000);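 active = inhibition above the plate cutoff, the mean inhibition of test wells on that plate plus 3 SD, cut at about 28% in these data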;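 also: cells challenged with S1P at its EC80 of 0.8 µM; blue over green emission ratio from cleaved BLA substrate after 4 h stimulation; 0% = S1P-stimulated wells and 100% = unstimulated DMSO-only wells; some compounds past the cut are filed as inactive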
bIAP act = bovine intestinal alkaline phosphatase activators, primary screen, biochemical, bovine IAP, CDP-star luminescence; alkaline phosphatase, intestinal [Bos taurus]; purified bovine IAP, 30 min; hits give high values; fold of DMSO-control signal, blank-subtracted; actives 0.17% (n = 200,000); activation factor at 20 µM;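 active = activation factor of 2 or more at 20 µM, a signal rise over negative controls twice the positive control's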
* hit, by the source's call; . = no result given.

SMILES	ROMK mod	PPARg SRC-2 ag	TR-FRET SRC-2 ct	PPARg SRC1 recr	TLR4-MyD88 BLA	PPARg SRC3 recr	Redox H2O2 prof	L major viab	bIAP inhibitor	S1P3 antag	bIAP act
COc1cnc(SCCC(F)=C(F)F)[nH]c1=O	-0.3	0	1574	2	4	2	-1.3	-11	-2	-2	1
Cc1cc(Cl)ccc1OCCCC(=O)N/N=C/c1cccc([N+](=O)[O-])c1	0.15	4	1494	0	0	-4	0.4	0	-6	0	1.1
CCN(Cc1ccccc1)S(=O)(=O)c1ccc(S(=O)(=O)N2CCN(CCC#N)CC2)cc1	.	9	1678	11	-13	4	-1.9	-12	16	-19	0.8
O=C(OC1CSc2nc3ccccc3n2C1)c1ccco1 (stereo not drawn)	.	7	1734	7	13	7	-3.0	-4	24	20	0.8
Cc1ccc(-c2n[nH]c(=O)c3ccccc23)cc1S(=O)(=O)NCCN1CCOCC1	-0.0049	-2	1488	0	2	-5	1.9	-1	-10	.	1.1
COc1ccc(CNC(=O)COC(=O)CCc2c[nH]c3ccccc23)cc1	.	-5	1481	-4	-4	-2	-0.3	3	11	-19	0.9
COc1ccccc1NC(=O)Nc1ccc2c(c1)OCCO2	0.34	10	1624	0	7	5	0.7	-4	17	20	0.8
Cc1cccc(N2CCN(c3ccc(C(N)=O)cc3[N+](=O)[O-])CC2)c1C	0.12	2	1581	8	-2	4	-0.3	2	-10	-5	1.1
O=C(CN1C(=O)c2ccccc2C1=O)Nc1nc(-c2cccc([N+](=O)[O-])c2)cs1	0.2	-7	1558	-6	11	-2	-0.2	-2	6	.	0.9
CC(=O)Nc1cc(NC(C)=O)c(CC(C)C)s1	.	-2	1713	3	1	1	-1.1	-5	8	-11	0.9
COc1ccc(/C=C/C(=O)OCC(=O)Nc2ccc(S(N)(=O)=O)cc2)cc1OC	-0.59	6	1663	7	-8	1	-0.5	0	-4	-21	1
c1ccc(-n2ncc3c(NCC4CCCO4)ncnc32)cc1 (stereo not drawn)	0.95	1	1508	4	9	11	-0.3	-7	10	.	0.9
CSCCC(NC(=O)C12CC3CC(CC(C3)C1)C2)C(=O)OCC(=O)c1ccc(C)cc1 (stereo not drawn)	0.72	3	1632	1	-5	4	0.0	-5	7	8	0.9
COc1ccc(NC(=O)CCOc2ccccc2)cc1	.	0	1384	-3	13	-8	0.1	-1	7	.	0.9
CCOC(=O)Nc1sc(C)nc1-c1ccccc1	.	-5	1564	6	0	1	0.6	0	40	-9	0.6
Cc1cc(C)cc(Nc2cc(=O)n(C3CCCCC3)c(=O)[nH]2)c1	0.38	9	1581	2	-11	-1	1.8	-3	3	12	1
CC(C)c1nc(-c2ccccc2)c(-c2ccccc2)[nH]1	-0.19	11	1621	0	-6	5	-0.4	49	12	.	0.9
O=C(CCn1c(=O)c2ccccc2n(CC(=O)NCCC2=CCCCC2)c1=O)NCc1ccco1	.	4	1770	2	-14	5	-0.2	0	-3	-29	1
CCN(CC)c1ccc2cc(C(=O)NNC(=O)c3ccc(S(=O)(=O)N4CCCCC4)cc3)c(=O)oc2c1	0.84	-4	1526	1	9	-7	0.3	92*	3	-16	1
Cn1c(N)c(C(=O)COC(=O)c2ccnc3ccccc23)c(=O)n(C)c1=O	-0.43	2	1552	0	-12	3	-0.7	3	-7	-26	1.1
CC(=O)N1CCN(C(=S)c2ccc(Cl)cc2)CC1	0.57	-9	1416	-1	8	-3	0.2	1	32	-7	0.7
Cn1nnnc1SCC(=O)NC(=O)NCc1ccccc1	0.022	-11	1544	-2	-6	-9	-0.2	-6	11	-34	0.9
O=C(NCc1ccco1)c1noc2c1CCCCC2	.	0	1565	-3	-4	-14	1.5	-3	12	5	0.9
CCOC(=O)N1CCC(NC(=O)c2csc3c2CCCC3)CC1	.	16	1541	8	-4	9	-0.8	0	-9	-6	1.1
CN(CCC#N)C(=O)COC(=O)c1cccnc1Nc1ccccc1F	-0.71	-1	1567	-2	2	0	-0.1	-8	-17	-13	1.2
CN(C)/C=C/C(=O)c1ccc(Cl)cc1Cl	0.025	5	1626	1	11	5	0.2	-11	6	1	0.9
Cc1c(C(=O)NC(Cc2ccccc2)c2nc3ccccc3[nH]2)cccc1[N+](=O)[O-] (stereo not drawn)	0.74	-5	1546	-5	5	-5	0.6	27	6	10	0.9
Cc1c(-c2cccc(NC(=O)c3ccco3)c2)nc2ncccn12	0.45	-2	1469	-3	-17	-4	-0.2	100*	2	-17	1
O=C(c1ccco1)N(Cc1cc2ccccc2[nH]c1=O)C1CCCCC1	.	2	1448	0	0	7	8.9	4	13	-24	0.9
CC1=C(C(=O)Nc2cccc(C)n2)C(c2ccc3c(c2)OCO3)C2=C(CC(c3ccco3)CC2=O)N1 (stereo not drawn)	.	4	1645	7	-1	18	-0.8	2	2	15	1
CCC(c1nnnn1C1CCCCC1)N(Cc1ccco1)Cc1cc2ccc(OC)cc2[nH]c1=O (stereo not drawn)	.	-5	1275	4	-6	-9	2.6	74*	-13	-11	1.1
Cc1nc(CSc2ccc(Cl)cc2)cc(N2CC(C)OC(C)C2)n1 (stereo not drawn)	-0.1	4	1650	-2	-4	3	-0.3	4	-6	-1	1.1
CCC(Sc1nc2ncnc(N)c2[nH]1)C(=O)O (stereo not drawn)	-0.32	0	1519	10	3	3	-1.1	-8	-13	0	1.1
CC(C)CC(NC(=O)CCl)c1ccccc1 (stereo not drawn)	0.73	-5	1694	-8	14	-2	0.1	11	11	-11	0.9
OCC1(CCOc2ccccc2)CCN(Cc2cn[nH]c2-c2ccc(F)cc2)CC1	-0.69	-2	1532	2	-8	4	0.6	5	3	-5	1
CCN(CC)S(=O)(=O)c1ccc(N2CCOCC2)c(NC(=O)Cc2ccc(Cl)cc2)c1	.	9	1674	0	-2	5	-0.2	50*	9	9	0.9
CCOCCOC(=O)C1=C(C)Nc2ccc(C)cc2S1	.	4	1590	3	-5	-1	-0.2	-7	22	9	0.8
COc1ccccc1NC(=S)NN1CCN(C)CC1	-0.35	2	1534	1	-9	-1	0.4	34	6	-8	0.9
CCc1ccccc1NC(=O)CC(c1ccc(OC)cc1)n1cccc1 (stereo not drawn)	-0.65	-11	1560	-9	1	-1	-0.1	23	30	-2	0.7
Cc1c(C)n(CC(O)CNc2ccccc2)c2ccccc12 (stereo not drawn)	0.045	-8	1613	4	-8	3	0.2	4	17	-3	0.8
CCOC(=O)CN1C(c2ccccc2O)Nc2ccc(Br)cc2C1c1ccccc1 (stereo not drawn)	0.53	1	1528	1	-15	-1	-0.2	27	3	2	1
Cc1ccc(C(=O)N2CCC(C(=O)NCc3cccnc3)CC2)cc1	.	6	1421	4	-3	-10	1.6	-4	8	.	0.9
O=C(O)CC1S/C(=N\N=C2CCCCCCC2)N(c2ccccc2)C1=O (stereo not drawn)	0.69	2	1469	-2	-1	0	0.4	-2	7	-2	0.9
CCCNC(=O)CS(=O)Cc1nc(-c2ccc(OC)cc2)oc1C (stereo not drawn)	.	6	1680	8	-10	8	-0.8	-2	8	-6	0.9
COc1ccc(Cl)cc1NC(=O)N1CCC(C)CC1	-0.25	2	1571	2	2	2	0.2	-3	0	8	1

Of the compounds above, these have a COOH group.
SMILES	ROMK mod	PPARg SRC-2 ag	TR-FRET SRC-2 ct	PPARg SRC1 recr	TLR4-MyD88 BLA	PPARg SRC3 recr	Redox H2O2 prof	L major viab	bIAP inhibitor	S1P3 antag	bIAP act
CCC(Sc1nc2ncnc(N)c2[nH]1)C(=O)O (stereo not drawn)	-0.32	0	1519	10	3	3	-1.1	-8	-13	0	1.1
O=C(O)CC1S/C(=N\N=C2CCCCCCC2)N(c2ccccc2)C1=O (stereo not drawn)	0.69	2	1469	-2	-1	0	0.4	-2	7	-2	0.9

One compound at a time, from the list above. Order of screens: ROMK mod | PPARg SRC-2 ag | TR-FRET SRC-2 ct | PPARg SRC1 recr | TLR4-MyD88 BLA | PPARg SRC3 recr | Redox H2O2 prof | L major viab | bIAP inhibitor | S1P3 antag | bIAP act
Cc1nc(CSc2ccc(Cl)cc2)cc(N2CC(C)OC(C)C2)n1 (stereo not drawn) across the screens: -0.1 | 4 | 1650 | -2 | -4 | 3 | -0.3 | 4 | -6 | -1 | 1.1
CCc1ccccc1NC(=O)CC(c1ccc(OC)cc1)n1cccc1 (stereo not drawn) across the screens: -0.65 | -11 | 1560 | -9 | 1 | -1 | -0.1 | 23 | 30 | -2 | 0.7

(continued)
SMILES	ROMK mod	PPARg SRC-2 ag	TR-FRET SRC-2 ct	PPARg SRC1 recr	TLR4-MyD88 BLA	PPARg SRC3 recr	Redox H2O2 prof	L major viab	bIAP inhibitor	S1P3 antag	bIAP act
N/C(CC(=O)Nc1cccc(C(F)(F)F)c1)=N/O	.	10	1619	2	1	-1	-0.8	-1	10	-9	0.9
COc1ccc(/C=N/NC(=O)C2(C)NC(C)(C)Cc3ccccc32)cc1 (stereo not drawn)	0.14	-5	1492	7	-18	1	0.5	-6	13	0	0.9
CCOc1ccccc1Nc1nc(N)nc(CN(C)C2CCCCC2)n1	.	0	1303	-3	-5	-4	4.7	18	-18	-14	1.2
CSc1c(CC(=O)Nc2ccccc2Cl)n(Cc2ccccc2)c2ccccc12	.	10	1507	-3	-3	3	-3.6	1	17	.	0.8
COC(=O)c1c(NS(=O)(=O)c2ccc3ccccc3c2)sc2c1CCCC2	2.3	0	1579	4	-2	5	0.0	0	7	.	0.9
Cc1ccc(-c2csc(NC(=O)c3cccs3)n2)cc1	0.28	1	1369	-3	10	5	0.1	4	32	.	0.7

An excerpt from above in order of heavy-atom count, rising:
SMILES	ROMK mod	PPARg SRC-2 ag	TR-FRET SRC-2 ct	PPARg SRC1 recr	TLR4-MyD88 BLA	PPARg SRC3 recr	Redox H2O2 prof	L major viab	bIAP inhibitor	S1P3 antag	bIAP act
N/C(CC(=O)Nc1cccc(C(F)(F)F)c1)=N/O	.	10	1619	2	1	-1	-0.8	-1	10	-9	0.9
Cc1ccc(-c2csc(NC(=O)c3cccs3)n2)cc1	0.28	1	1369	-3	10	5	0.1	4	32	.	0.7
CCOc1ccccc1Nc1nc(N)nc(CN(C)C2CCCCC2)n1	.	0	1303	-3	-5	-4	4.7	18	-18	-14	1.2
CSc1c(CC(=O)Nc2ccccc2Cl)n(Cc2ccccc2)c2ccccc12	.	10	1507	-3	-3	3	-3.6	1	17	.	0.8
